High-throughput results (PubChem)
EBI2 antag: antagonists of human EBI2 receptor; inhibition, % at 5 µM; EBI2 beta-arrestin recruitment, luminescence, 7a,25-OHC stimulated; 0.81% of 360,000 active; P32249; in the data active means inhibition above about 38%;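 further: enzyme fragment complementation signal reports receptor beta-arrestin coupling in cells; 0% = agonist plus DMSO wells and 100% = wells without agonist; some results beyond the cut were filed as inactive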
Target sequence (P32249 whole entry, looked up, the tested form may be a part): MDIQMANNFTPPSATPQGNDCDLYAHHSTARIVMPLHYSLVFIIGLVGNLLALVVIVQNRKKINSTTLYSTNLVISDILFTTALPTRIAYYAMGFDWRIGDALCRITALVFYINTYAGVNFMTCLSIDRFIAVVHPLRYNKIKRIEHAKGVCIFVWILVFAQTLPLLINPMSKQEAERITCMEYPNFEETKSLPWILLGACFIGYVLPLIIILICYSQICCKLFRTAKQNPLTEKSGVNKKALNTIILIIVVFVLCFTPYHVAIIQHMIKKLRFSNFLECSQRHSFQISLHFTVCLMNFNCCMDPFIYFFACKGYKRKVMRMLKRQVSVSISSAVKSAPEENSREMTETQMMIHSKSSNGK
GRIN3A LBD mod: NR3A (human) ligand-binding domain modulation; 2.5% of 340,000 active; Tm shift relative to glycine control, % at 25 µM; NR3A LBD differential scanning fluorimetry, Tm shift; 0% = protein alone, 100% = glycine-bound protein;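 active means melting temperature shift of at least 10% of the positive control shift, at one fixed dose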
MPTP block: blocks calcium-induced mitochondrial swelling | isolated mouse mitochondria, Ca2+ swelling absorbance, 30 min | inhibition, % at 10 µM | 1.4% of 360,000 active | AID 602449;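 active means inhibition of 50% or more, scaled per plate between neutral and stimulator controls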;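 further: 0% = DMSO wells given calcium and 100% = 1 mM EGTA wells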
CCR6 antag: blocks CCL20-driven beta-arrestin recruitment at human CCR6; P51684; 0.49% of 340,000 active; CHO-K1 CCR6 PathHunter beta-arrestin, luminescence, CCL20-stimulated; AID 493098; inhibition, % at 20 µM;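 active means compounds whose inhibition of the agonist-driven luminescence signal at 20 µM reaches about 50%, limit read from the data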;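 further: cells stimulated with CCL20 at 14 nM final; plate controls were DMSO with CCL20 for no effect and DMSO without agonist for full effect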
Target sequence (P51684 whole entry, looked up): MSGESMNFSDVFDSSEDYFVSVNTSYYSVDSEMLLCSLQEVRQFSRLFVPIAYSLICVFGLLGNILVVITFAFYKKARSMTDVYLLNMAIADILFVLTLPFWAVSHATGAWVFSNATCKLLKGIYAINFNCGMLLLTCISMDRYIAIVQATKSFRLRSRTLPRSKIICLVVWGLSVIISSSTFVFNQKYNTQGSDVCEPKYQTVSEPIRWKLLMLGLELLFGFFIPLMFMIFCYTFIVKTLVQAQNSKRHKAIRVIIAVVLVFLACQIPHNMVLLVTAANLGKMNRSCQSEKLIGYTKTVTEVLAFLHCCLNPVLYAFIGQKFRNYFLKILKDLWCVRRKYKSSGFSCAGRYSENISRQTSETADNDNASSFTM
A3A deaminase: blocks human APOBEC3A ssDNA deamination; P31941; recombinant A3A, FAM/TAMRA ssDNA deamination fluorescence; inhibition, % at 20 µM; 0.41% of 330,000 active; AID 493011;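 active means at least 40% inhibition at 20 µM here, with at most 30% in a related deaminase screen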;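 further: plate controls were A3A with DMSO for no effect and wells lacking A3A enzyme for full effect; some results filed as inactive read as strong as hits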
Gli-Sufu block: antagonists of Gli-Sufu signaling; inhibition, % at 5 µM; Sufu-KO-LIGHT fibroblasts, Gli luciferase reporter luminescence; 0.74% of 340,000 active;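 active means inhibition above about 55%, limit read from the data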;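 further: 0% = DMSO-treated cells and 100% = wells with medium but no cells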
CXCR6 block: blocks human CXCR6 beta-arrestin recruitment; O00574; CHO-K1 PathHunter CXCR6 beta-arrestin, luminescence; inhibition, % at 20 µM; 0.36% of 360,000 active; AID 602244; in the data active means inhibition above about 34%, passing the limit was not always enough;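 further: antagonist mode with CXCL16 agonist at 10 nM final; 0% = 10 nM CXCL16 with DMSO and 100% = unstimulated wells without agonist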
Target sequence (O00574 whole entry, looked up): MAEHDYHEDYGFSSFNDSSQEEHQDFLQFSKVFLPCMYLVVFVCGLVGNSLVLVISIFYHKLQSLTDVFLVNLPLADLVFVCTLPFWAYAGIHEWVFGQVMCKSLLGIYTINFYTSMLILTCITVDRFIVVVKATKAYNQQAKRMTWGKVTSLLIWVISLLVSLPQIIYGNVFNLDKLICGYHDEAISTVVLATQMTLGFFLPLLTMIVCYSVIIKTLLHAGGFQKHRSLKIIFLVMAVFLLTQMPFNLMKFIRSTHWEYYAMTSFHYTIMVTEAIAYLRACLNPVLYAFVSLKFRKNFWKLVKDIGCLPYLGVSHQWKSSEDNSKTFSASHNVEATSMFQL
APOBEC3G inh: inhibitors of human APOBEC3G DNA deaminase; recombinant A3G, ssDNA deamination FAM/TAMRA fluorescence; inhibition, % at 20 µM; 0.28% of 330,000 active; AID 493012;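 active means inhibition of at least 40% at 20 µM, with no more than 30% in the related APOBEC3A deaminase screen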;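 further: plate controls were DMSO wells with A3G for no effect and wells lacking A3G enzyme for full effect; some compounds called inactive have numbers as strong as hits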
* = called active by the depositor.

How did CN(CC(=O)Nc1ccc(F)cc1)C(=O)COC(=O)CSc1ccc(F)cc1 do in these assays?
EBI2 antag: -3; GRIN3A LBD mod: 1; MPTP block: 1.7; CCR6 antag: 1; A3A deaminase: -3; Gli-Sufu block: -3; CXCR6 block: -5; APOBEC3G inh: -4

What do the screens show for `Cc1ccc(C)c(N2CCN(CCCNC(=O)Cn3cccc3C(=O)c3ccccc3C)CC2)c1`?
EBI2 antag: 7; GRIN3A LBD mod: -1; MPTP block: 16; CCR6 antag: 6; A3A deaminase: 2; Gli-Sufu block: 27; CXCR6 block: -10; APOBEC3G inh: -5

How did COc1ccc(N2CCN(CCNC(=O)C3CC(=O)N(C4CCCC4)C3)CC2)cc1 (centres undefined) do in these assays?
EBI2 antag: 7; GRIN3A LBD mod: -1; MPTP block: 0.6; CCR6 antag: 4; A3A deaminase: -3; Gli-Sufu block: -1; CXCR6 block: -7; APOBEC3G inh: -9

How did COc1ccc(C(C)=O)cc1CSc1nnc2c(Cl)cc(Cl)cn12 do in these assays?
EBI2 antag: -7; GRIN3A LBD mod: -2; MPTP block: 1.1; CCR6 antag: 11; A3A deaminase: 2; Gli-Sufu block: -6; CXCR6 block: 3; APOBEC3G inh: -3

Results for COc1cc(S(=O)(=O)Nc2cccnc2)ccc1F ?
EBI2 antag: 2; GRIN3A LBD mod: 1; MPTP block: -0.2; CCR6 antag: -11; A3A deaminase: -2; Gli-Sufu block: 1; CXCR6 block: -16; APOBEC3G inh: -4

Results for C=C(C)C(=O)Nc1cccc(C2=NOC3(C2)C[C@H](C(N)=O)N(C(=O)COc2ccc(Cl)cc2)C3)c1 (some centres undefined) ?
EBI2 antag: 2; GRIN3A LBD mod: -2; MPTP block: -2.6; CCR6 antag: 12; A3A deaminase: 23; Gli-Sufu block: 9; CXCR6 block: -1; APOBEC3G inh: 88*

What do the screens show for `O=C(Nc1csc([N+](=O)[O-])c1)Nc1c(Cl)cccc1Cl`?
EBI2 antag: 6; GRIN3A LBD mod: -1; MPTP block: 67*; CCR6 antag: 25; A3A deaminase: 2; Gli-Sufu block: 6; CXCR6 block: 6; APOBEC3G inh: -3

What do the screens show for `CN(Cc1ccccc1)C(=O)COC(=O)c1cc2ccccc2oc1=O`?
EBI2 antag: 2; GRIN3A LBD mod: 5; MPTP block: -0.6; CCR6 antag: -3; A3A deaminase: -4; Gli-Sufu block: -13; CXCR6 block: -13; APOBEC3G inh: -5

Results for COc1ccc(N2CCN(C(=S)NCCc3ccccc3)CC2)cc1 ?
EBI2 antag: 10; GRIN3A LBD mod: -5; MPTP block: 2.5; CCR6 antag: 1; A3A deaminase: -2; Gli-Sufu block: -4; CXCR6 block: -11; APOBEC3G inh: -1

What do the screens show for `CN(C)C(=O)c1ccc(NC(=O)COc2cccc3c2OC(C)(C)C3)cc1`?
EBI2 antag: 5; GRIN3A LBD mod: 0; MPTP block: 0.6; CCR6 antag: 2; A3A deaminase: -1; Gli-Sufu block: -3; CXCR6 block: 0; APOBEC3G inh: -3

How did COc1cccc(CN2CC(C(=O)N(C)Cc3ccc(C)cc3)CCC2=O)c1 (centres undefined) do in these assays?
EBI2 antag: 18; GRIN3A LBD mod: 1; MPTP block: -0.5; CCR6 antag: 3; A3A deaminase: -3; Gli-Sufu block: 1; CXCR6 block: 8; APOBEC3G inh: -7

How did O=C(NCC1CCCO1)c1cccnc1NCc1ccc(F)cc1 (centres undefined) do in these assays?
EBI2 antag: 1; GRIN3A LBD mod: 1; MPTP block: -0.2; CCR6 antag: 11; A3A deaminase: 1; Gli-Sufu block: 2; CXCR6 block: -1; APOBEC3G inh: -4

Results for COc1ccc(-c2c(-c3ccccc3OC)oc3ccccc23)cn1 ?
EBI2 antag: 12; GRIN3A LBD mod: 3; MPTP block: -0.4; CCR6 antag: 17; A3A deaminase: -3; Gli-Sufu block: 17; CXCR6 block: 2; APOBEC3G inh: -8

What do the screens show for `CC(Nc1ncnc2sccc12)c1ccccc1` (centres undefined)?
EBI2 antag: -9; GRIN3A LBD mod: 0; MPTP block: 84*; CCR6 antag: 3; A3A deaminase: -3; Gli-Sufu block: 71*; CXCR6 block: -6; APOBEC3G inh: -8

How did CC(=O)c1ccc(S(=O)(=O)N(Cc2cc3cc4c(cc3[nH]c2=O)OCCO4)CC2CCCO2)cc1 (centres undefined) do in these assays?
EBI2 antag: 3; GRIN3A LBD mod: -3; MPTP block: 0.4; CCR6 antag: -5; A3A deaminase: -3; Gli-Sufu block: -39; CXCR6 block: 8; APOBEC3G inh: -3

How did CC1CN(S(=O)(=O)c2cccc(C(=O)Nc3ccccc3N3CCCCC3)c2)CC(C)O1 (centres undefined) do in these assays?
EBI2 antag: 12; GRIN3A LBD mod: -2; MPTP block: -0.3; CCR6 antag: 12; A3A deaminase: -2; Gli-Sufu block: 14; CXCR6 block: 2; APOBEC3G inh: -15

How did CCOc1ccccc1NC(=O)Nc1ccc(OC)nc1 do in these assays?
EBI2 antag: 5; GRIN3A LBD mod: 0; MPTP block: 0.1; CCR6 antag: 11; Gli-Sufu block: 0; CXCR6 block: -4

How did COc1ccc(NC(C(=O)Nc2cccc(C(C)=O)c2)c2ccccc2)cc1 (centres undefined) do in these assays?
EBI2 antag: 8; GRIN3A LBD mod: -16; MPTP block: 2.3; CCR6 antag: 2; A3A deaminase: -3; Gli-Sufu block: -5; CXCR6 block: 7; APOBEC3G inh: -5

What do the screens show for `CNC(=O)N(O)C1N(/N=C/c2ccc(SC)cc2)C(=S)SC1(C)C` (centres undefined)?
EBI2 antag: -4; GRIN3A LBD mod: -1; MPTP block: 0.1; CCR6 antag: -1; A3A deaminase: 1; Gli-Sufu block: -4; CXCR6 block: 2; APOBEC3G inh: -4

Results for COc1ccc(S(=O)(=O)Nc2ccccc2C(=O)NCc2cccnc2)cc1C ?
EBI2 antag: -5; GRIN3A LBD mod: -1; MPTP block: 0.3; CCR6 antag: 6; A3A deaminase: 0; Gli-Sufu block: -9; CXCR6 block: 3; APOBEC3G inh: -6

Structural class, those above containing an aryl thioether with sulfur outside any ring
How did CN(CC(=O)Nc1ccc(F)cc1)C(=O)COC(=O)CSc1ccc(F)cc1 do in these assays?
EBI2 antag: -3; GRIN3A LBD mod: 1; MPTP block: 1.7; CCR6 antag: 1; A3A deaminase: -3; Gli-Sufu block: -3; CXCR6 block: -5; APOBEC3G inh: -4

How did COc1ccc(C(C)=O)cc1CSc1nnc2c(Cl)cc(Cl)cn12 do in these assays?
EBI2 antag: -7; GRIN3A LBD mod: -2; MPTP block: 1.1; CCR6 antag: 11; A3A deaminase: 2; Gli-Sufu block: -6; CXCR6 block: 3; APOBEC3G inh: -3

What do the screens show for `CNC(=O)N(O)C1N(/N=C/c2ccc(SC)cc2)C(=S)SC1(C)C` (centres undefined)?
EBI2 antag: -4; GRIN3A LBD mod: -1; MPTP block: 0.1; CCR6 antag: -1; A3A deaminase: 1; Gli-Sufu block: -4; CXCR6 block: 2; APOBEC3G inh: -4

(next part)
Results for O=C(CN1CCN(c2ccccc2F)CC1)NC(=O)NCc1ccco1 ?
EBI2 antag: -3; GRIN3A LBD mod: -4; MPTP block: 0.5; CCR6 antag: 6; A3A deaminase: 15; Gli-Sufu block: -1; CXCR6 block: -1; APOBEC3G inh: 6

How did CC(C)(C)c1ccc(NC(=O)COc2ccc(-n3ccnc3)cc2)cc1 do in these assays?
EBI2 antag: 7; GRIN3A LBD mod: -4; MPTP block: 107*; CCR6 antag: 9; A3A deaminase: -1; Gli-Sufu block: 34; CXCR6 block: -20; APOBEC3G inh: -3

What do the screens show for `Cc1ccccc1C(=O)N[C@H](C(=O)Nc1ccc(Cl)c(Cl)c1)C(C)C`?
EBI2 antag: -16; GRIN3A LBD mod: -13; MPTP block: 23; CCR6 antag: 3; A3A deaminase: -7; Gli-Sufu block: -10; CXCR6 block: 2; APOBEC3G inh: -8

Results for Cc1n[nH]c(C)c1S(=O)(=O)N1CCCC(C(=O)NCc2ccc(F)cc2)C1 (centres undefined) ?
EBI2 antag: 0; GRIN3A LBD mod: 1; MPTP block: -1.4; CCR6 antag: 10; A3A deaminase: 1; Gli-Sufu block: -1; CXCR6 block: -2; APOBEC3G inh: 0

What do the screens show for `O=C(Nc1nnc(-c2ccc(F)cc2)o1)c1ccc(S(=O)(=O)N2CCOCC2)cc1`?
EBI2 antag: -11; GRIN3A LBD mod: 1; MPTP block: -2.0; CCR6 antag: -5; A3A deaminase: -3; Gli-Sufu block: 1; CXCR6 block: -6; APOBEC3G inh: -3

What do the screens show for `O=C(c1cc(Br)c(Br)s1)N1CCN(c2ccccn2)CC1`?
EBI2 antag: 34; GRIN3A LBD mod: 1; MPTP block: 1.0; CCR6 antag: -2; A3A deaminase: 2; Gli-Sufu block: 7; CXCR6 block: 0; APOBEC3G inh: 6

Results for COc1cc(C(=O)NCCCN2CCCC2=O)cc(Br)c1OCc1ccccc1 ?
EBI2 antag: -6; GRIN3A LBD mod: -1; MPTP block: -0.7; CCR6 antag: 8; A3A deaminase: -5; Gli-Sufu block: -7; CXCR6 block: 0; APOBEC3G inh: -6

What do the screens show for `Cc1cccc(NC(=O)NCC(F)(F)F)n1`?
EBI2 antag: -3; GRIN3A LBD mod: -1; MPTP block: 3.6; CCR6 antag: 35; A3A deaminase: -4; Gli-Sufu block: 3; CXCR6 block: 4; APOBEC3G inh: -7

How did Cc1ccc(S(=O)(=O)N2CCCCC2)cc1NC(=O)C1CC(=O)N(c2ccc3c(c2)OCCO3)C1 (centres undefined) do in these assays?
EBI2 antag: -8; GRIN3A LBD mod: 0; MPTP block: -1.5; CCR6 antag: 19; A3A deaminase: -1; Gli-Sufu block: 25; CXCR6 block: 5; APOBEC3G inh: -7

How did Cc1nnc(SCC(=O)NC(C)(C)C)n1NCc1c(F)cccc1Cl do in these assays?
EBI2 antag: -5; GRIN3A LBD mod: 1; MPTP block: 0.0; CCR6 antag: 1; A3A deaminase: -6; Gli-Sufu block: 4; CXCR6 block: 8; APOBEC3G inh: 2

How did CCOC(=O)C1=C(C)NC(=O)C1(NC(=O)c1cccnc1)C(F)(F)F (centres undefined) do in these assays?
EBI2 antag: -7; GRIN3A LBD mod: -1; MPTP block: -0.5; CCR6 antag: 4; A3A deaminase: -1; Gli-Sufu block: -21; CXCR6 block: -1; APOBEC3G inh: -4

How did Cc1nc([N+](=O)[O-])c(C(=O)OCc2ccccc2Br)n1C do in these assays?
EBI2 antag: -3; GRIN3A LBD mod: -2; MPTP block: -0.2; CCR6 antag: -5; A3A deaminase: -1; Gli-Sufu block: -15; CXCR6 block: -7; APOBEC3G inh: -13

What do the screens show for `CCN(CC)S(=O)(=O)c1ccc(NS(=O)(=O)c2ccc(C)c(C)c2)cc1`?
EBI2 antag: 4; GRIN3A LBD mod: -8; MPTP block: 7.2; CCR6 antag: 4; A3A deaminase: -3; Gli-Sufu block: 9; CXCR6 block: -8; APOBEC3G inh: -6

How did CN(C(=O)c1ccccn1)C1(C(=O)NC2CCCCC2)CCCCC1 do in these assays?
EBI2 antag: -3; GRIN3A LBD mod: 3; MPTP block: -0.3; CCR6 antag: -2; A3A deaminase: -1; Gli-Sufu block: 1; CXCR6 block: 0; APOBEC3G inh: -1

Results for CC(=O)c1ccccc1C(=O)N(C)C1CCCN(Cc2ccccc2F)C1 (centres undefined) ?
EBI2 antag: -5; GRIN3A LBD mod: -2; MPTP block: 0.9; CCR6 antag: 0; A3A deaminase: -3; Gli-Sufu block: 29; CXCR6 block: -14; APOBEC3G inh: -6

Results for COc1ccc(NC(=O)CSc2ncn(-c3ccccc3)n2)cc1Cl ?
EBI2 antag: 13; GRIN3A LBD mod: 28*; MPTP block: -0.8; CCR6 antag: -3; A3A deaminase: 4; Gli-Sufu block: -7; CXCR6 block: -10; APOBEC3G inh: 1

Compounds as they come; any-hit rate near 5.8%.
